NadD inh – inhibitors of S. aureus NadD, primary screen, biochemical, colorimetric, uHTS | AID 602399, 2012 | 360,000 tested, 0.78% active | Nicotinate-nucleotide adenylyltransferase NadD (Staphylococcus aureus N315) | inhibition, % at 20 µM | purified NadD enzyme, colorimetric absorbance read-out; in the data active means inhibition above about 26%; further: some compounds past the cut are filed as inactive
Neddylation inh – inhibitors of cullin neddylation, primary screen, biochemical, TR-FRET, uHTS, NAE and Ubc12; calls only at 25 µM; 360,000 tested, 0.58% active; AID 651699, 2012; in the data active means inhibition above about 36%
Scp-1 inhibitor – Scp-1 phosphatase inhibitors, primary screen, biochemical, colorimetric, uHTS; Carboxy-terminal domain RNA polymerase II polypeptide A small phosphatase 1 (Homo …; Recombinant Scp1, phosphopeptide, malachite green phosphate absorbance; inhibition, % at 20 µM; 340,000 tested, 0.88% active; AID 493091, 2011;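 active means inhibition above about 50% at 20 µM, limit read from the data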;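 further: plate controls were DMSO wells with enzyme for no effect and wells lacking enzyme for full effect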
Target sequence (Q9GZU7 76-261 limits assumed): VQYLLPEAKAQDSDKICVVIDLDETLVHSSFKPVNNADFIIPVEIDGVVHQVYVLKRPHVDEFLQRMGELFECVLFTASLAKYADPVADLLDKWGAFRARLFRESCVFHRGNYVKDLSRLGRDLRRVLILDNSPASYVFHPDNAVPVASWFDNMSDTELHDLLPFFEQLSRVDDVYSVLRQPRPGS
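Material – SCP-1 phosphatase catalytic domain, residues 76-261 · Buffer or medium – Acidic Tris acetate buffer with magnesium and detergent · Also added – Phospho 17-mer peptide substrate · Compound – single 20 µM dose, 1% DMSO · Times – 45 min room-temperature reaction, 5 min colour, 30 min stabiliser · Technique – Phosphate-binding colour reagent, absorbance read at 630 nm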
SKN-1 block – suppressors of acrylamide-induced Pgst-4::GFP reporter in worms, primary screen, SKN-1 inhibitor project, whole organism, uHTS, GFP/RFP fluorescence ratio, strain VP596; inhibition, % at 21.8 µM; C. elegans VP596 Pgst-4::GFP/RFP ratio, 24 h; 360,000 tested, 0.49% active;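 active means interference check ratio from 0.5 to 1.5 plus GFP to RFP signal ratio inhibition reaching or exceeding a fixed threshold, cut at about 30% in these data, passing the limit was not always enough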; further: some compounds called inactive have numbers as strong as hits
DNMT1 inh – human DNMT1 methyltransferase inhibitors, primary screen, biochemical, molecular beacon, fluorescence, HinP1I cleavage, uHTS | DNA (cytosine-5)-methyltransferase 1 (Homo sapiens), P26358 | inhibition (reported as % activation of signal), % at 10 µM | 360,000 tested, 0.83% active | AID 588458, 2011; in the data active means inhibition above about 50%
CendR NRP1 mod – modulators of CendR peptide binding to NRP-1, primary screen, biochemical, fluorescence polarization, uHTS. inhibition, % at 25 µM. FAM-RPARPAR peptide binding to NRP-1. 360,000 tested, 0.85% active. AID 602438, 2012. Neuropilin-1 (Homo sapiens), O14786;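 active means inhibition or corrected inhibition above about 18%, plus a signal ratio from 0.5 to 1.5, limit read from the data, passing the limit was not always enough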; further: strong numbers were not always called active
LMPTP block – LMPTP phosphatase inhibitors, primary screen, biochemical, fluorescence intensity, uHTS | recombinant LMPTP-A, OMFP fluorogenic substrate | inhibition, % at 20 µM | 360,000 tested, 0.22% active | AID 651560, 2012;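 active means compounds that cut the enzyme signal by at least half of the control window in the single-dose screen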;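 further: plate controls were DMSO wells with enzyme plus substrate for no effect and substrate without enzyme for full effect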
Target sequence (P24666 whole entry, looked up): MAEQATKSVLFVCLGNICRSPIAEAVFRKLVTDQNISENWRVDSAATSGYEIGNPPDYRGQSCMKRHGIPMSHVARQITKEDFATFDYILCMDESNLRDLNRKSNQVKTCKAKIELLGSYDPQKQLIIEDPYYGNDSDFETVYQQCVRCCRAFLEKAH
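test system = LMPTP-A | amount = 0.625 nM LMPTP-A final | reagent = fluorogenic phosphatase substrate OMFP at 400 µM final | incubation = 50 min at room temperature | benchmarks = no-enzyme low control, uninhibited high control | medium = Bis-Tris pH 6.0, DTT, detergent | signal = fluorescence intensity of OMFP turnover product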
STEP inh – STEP phosphatase inhibitors, primary screen, biochemical, fluorescence intensity, uHTS; Tyrosine-protein phosphatase non-receptor type 5 (Homo sapiens), P54829; recombinant STEP, OMFP fluorogenic substrate; inhibition, % at 20 µM; 360,000 tested, 0.25% active;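 active means inhibition at 20 µM, scaled per plate between control wells, above about 37%, limit read from the data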;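 further: 0% = DMSO with enzyme and substrate and 100% = substrate only without enzyme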
Target sequence (P54829 whole entry, looked up): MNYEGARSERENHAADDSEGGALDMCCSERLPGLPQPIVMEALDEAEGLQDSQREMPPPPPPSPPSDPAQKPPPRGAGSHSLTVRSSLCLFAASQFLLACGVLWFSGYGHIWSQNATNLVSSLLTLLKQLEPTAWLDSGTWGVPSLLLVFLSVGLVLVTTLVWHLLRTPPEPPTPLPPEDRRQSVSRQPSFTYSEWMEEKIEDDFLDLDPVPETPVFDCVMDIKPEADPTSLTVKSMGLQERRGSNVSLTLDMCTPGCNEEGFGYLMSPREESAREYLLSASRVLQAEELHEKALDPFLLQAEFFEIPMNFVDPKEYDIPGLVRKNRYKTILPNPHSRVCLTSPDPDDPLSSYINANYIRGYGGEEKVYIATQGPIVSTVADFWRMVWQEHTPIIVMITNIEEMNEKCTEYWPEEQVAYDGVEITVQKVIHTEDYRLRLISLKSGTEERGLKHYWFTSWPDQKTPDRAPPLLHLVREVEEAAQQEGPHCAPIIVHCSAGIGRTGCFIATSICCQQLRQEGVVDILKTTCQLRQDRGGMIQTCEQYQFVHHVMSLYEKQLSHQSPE
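medium = Bis-Tris buffer pH 6.0, 2.5 mM DTT, 0.005% Tween 20 | test system = STEP (striatal-enriched tyrosine phosphatase) enzyme, cell-free | measure = normalized % inhibition | compound dosing = 20 µM, 1% DMSO | also added = 25 µM OMFP | schedule = reaction 20 min, ambient temperature | measured by = fluorescence read at 480 nm ex / 540 nm em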
Tb MetRS inh – T. brucei MetRS inhibitors, primary screen, biochemical, luminescence; inhibition, % at 11.9 µM; purified T. brucei MetRS, ATP depletion, Kinase-Glo luminescence; methionyl-tRNA synthetase (Trypanosoma brucei brucei); 360,000 tested, 0.4% active;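 active means inhibition above a per-plate cutoff of the control wells' mean inhibition plus 3 SD, cut at about 5.5% in these data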;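 further: 0% = DMSO wells median and 100% = median of wells with control inhibitor compound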
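System: purified T. brucei MetRS enzyme / Detection: Kinase-Glo luciferase luminescence reporting remaining unconsumed ATP / Medium: HEPES buffer with MgCl2, KCl, DTT, spermine, BSA, pyrophosphatase / Replication: singlicate, one well per compound / Evaluation: percent inhibition relative to median high and low control wells / Schedule: 2 h aminoacylation at 25 °C after 15 min preincubation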
SUMO1-SIM PPI – modulators of SUMO1 protein-protein interactions, primary screen, biochemical, uHTS; Small ubiquitin-related modifier 1 (Homo sapiens), P63165; SUMO1 binding to a labelled peptide, TR-FRET, 1 h; inhibition, % at 20 µM; 360,000 tested, 0.33% active; in the data active means inhibition above about 37%
Target sequence (P63165 whole entry, looked up): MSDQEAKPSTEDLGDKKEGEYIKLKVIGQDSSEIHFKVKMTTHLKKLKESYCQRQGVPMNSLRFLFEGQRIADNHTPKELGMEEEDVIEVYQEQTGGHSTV
Numbers without * were called inactive; i = inactive; / = no result given; + = active, no number.

canonical_smiles,NadD inh,Neddylation inh,Scp-1 inhibitor,SKN-1 block,DNMT1 inh,CendR NRP1 mod,LMPTP block,STEP inh,Tb MetRS inh,SUMO1-SIM PPI
CCCCC1C(=O)N(c2ccccc2)N(c2ccc(O)cc2)C1=O (centres undefined),0,i,-9,1,-1,-6,-1.5,-6,-0.2,1
COc1cccc(OCCCN2CCN(S(=O)(=O)c3ccc(NC(C)=O)cc3)CC2)c1,-7,i,3,8,-2,-1,-1.1,0,0.7,0
CCOC(=O)Nc1nn(-c2ccc(C)cc2)c(=O)c(C#N)c1C,-2,i,-5,-5,-15,-2,-1.2,-4,-0.5,-22
O=C(c1ccco1)N1CCN(Cc2ccc(Cl)cc2)CC1,3,i,-6,7,5,13,-0.9,-1,-1.1,-3
Cc1ccn2c(=O)nc(SCC(=O)Nc3ccc4c(c3)OCO4)nc2c1,2,i,30,20,1,-17,18,-1,1.0,3
CN(C)C(=O)C(OC(=O)c1ccc2ccccc2n1)c1ccccc1 (centres undefined),2,i,-4,-5,0,13,0.3,-1,0.4,-12
N#Cc1ccccc1S(=O)(=O)N1CCN(C(=O)C2CCCCC2)CC1,-5,i,6,-8,3,-1,1.1,-5,-0.6,4
CSc1ccc(S(=O)(=O)N2CCC(C(=O)NCc3ccccn3)CC2)cc1,14,i,4,7,-2,-5,-1.5,2,-0.6,-3
Cc1c(NC(=O)c2ccccc2NC(=O)c2ccccc2)cccc1C(=O)O,-4,i,-2,4,6,-14,-2.6,-6,-1.4,8
Cc1ccc(NC(=O)CSc2nc(N)c(-c3ccccc3)c(=O)[nH]2)cc1Cl,5,i,-5,0,21,0,0.2,-2,0.4,0
CCCc1c(C(=O)N/N=C/c2cccs2)nnn1-c1nonc1N,0,i,30,6,20,-9,7.3,1,-0.2,9
Cc1cc(NC(=O)CSc2nnc(COc3ccccc3)o2)no1,3,i,-6,28,1,-5,-1.5,-2,-0.9,-1
O=C(COc1ccc(Br)cc1)OCc1nnc(-c2ccccc2)o1,-16,i,-11,3,-1,-8,1.0,2,0.1,-3
CSCCC(NC(=O)c1ccc([N+](=O)[O-])cc1Cl)C(=O)OCC(=O)C12CC3CC(CC(C3)C1)C2 (centres undefined),-1,i,-12,-3,11,-11,3.0,2,0.6,-12
COc1ccc(OC)c(CCNC(=O)Cn2cccc2C(=O)c2ccccc2C)c1,-8,i,-12,-6,-1,12,-0.1,3,0.1,-2
COCC1CCN(C(=O)C2CCC(=O)N(Cc3cccc(C(F)(F)F)c3)C2)CC1 (centres undefined),-1,i,-3,-4,4,11,-2.5,-4,-0.3,-6
O=S(=O)(Oc1ccc(Cl)cc1)c1cccc2cccnc12,1,i,-7,-7,5,4,-1.5,-2,3.5,-1
Cc1n[nH]c(C)c1S(=O)(=O)N1CCCC(C(=O)NCC2COc3ccccc3O2)C1 (centres undefined),3,i,-2,1,-8,6,-0.4,0,-0.2,0
Cc1ccc(/C=C2/Sc3ccccc3N(CC(=O)NCCCOC(C)C)C2=O)cc1,-10,i,-8,-10,-9,2,0.3,3,0.6,-8
c1ccc(-n2nnc(-c3nccs3)n2)cc1,-5,i,2,36*,3,24,-1.2,0,-0.2,-3
COc1ccc2oc(C(=O)Nc3nc4ccc(S(C)(=O)=O)cc4s3)c(C)c2c1,-7,i,4,-4,-5,-3,-0.4,2,-0.6,-14
CCO[C@H]1OC(C(=O)NCc2ccccc2)=C[C@@H](c2ccc(C(F)(F)F)cc2)[C@@H]1CCCO,-12,i,-5,-9,-1,15,2.3,3,-0.4,-2
CCCc1cc(=O)oc2c(C)c3occ(C)c3cc12,-1,+,2,13,5,9,0.1,0,-1.6,-1
CNC(=O)CCn1nc(-c2ccc(Cl)cc2)c2ccccc2c1=O,6,i,-2,3,-1,10,-1.1,4,-0.8,-1

Just SKN-1 block, for 3 of the compounds above:
SMILES | SKN-1 block
COCC1CCN(C(=O)C2CCC(=O)N(Cc3cccc(C(F)(F)F)c3)C2)CC1 (centres undefined) | -4
O=S(=O)(Oc1ccc(Cl)cc1)c1cccc2cccnc12 | -7
Cc1n[nH]c(C)c1S(=O)(=O)N1CCCC(C(=O)NCC2COc3ccccc3O2)C1 (centres undefined) | 1

Additional entries
canonical_smiles,NadD inh,Neddylation inh,Scp-1 inhibitor,SKN-1 block,DNMT1 inh,CendR NRP1 mod,LMPTP block,STEP inh,Tb MetRS inh,SUMO1-SIM PPI
CC(NC(=S)NC(=O)c1cccs1)c1ccccc1 (centres undefined),-1,i,-4,0,-1,-7,1.0,-2,-0.4,9
CC(=O)c1cc(F)ccc1OCC(=O)N1CCN(c2ccc(F)cc2)CC1,-3,i,-3,8,-1,-15,0.7,-3,-0.6,-6
O=C1OCCOC2CCCc3oc(C4=CCCCC4)c1c32 (centres undefined),-1,i,/,-6,/,11,-1.3,/,0.5,0
O=C(Nc1nnc(Cc2ccccc2)s1)C1CCC1,-6,i,-4,-25,1,3,-1.0,2,-0.9,0
CCC(=O)NC1CC2CCCC(C1)N2Cc1ccc(C)cc1 (centres undefined),-5,i,-9,11,0,0,-2.5,1,-0.3,-2
Cc1cc(NC(=O)CSc2nnc(C)c(=O)n2N)no1,-1,i,-2,-3,1,4,-0.8,0,0.1,8
CCCCC[C@H]1CCCCC[C@H](O)C[C@H](O)[C@@H](O)/C=C/C(=O)O1,-7,i,/,16,/,8,0.0,/,-0.2,5
CN(Cc1ccccc1)C(=O)CN1CCN(S(=O)(=O)c2ccccc2F)CC1,4,i,/,13,25,-4,-1.4,-1,-0.1,-2
Clc1ccc(CO/N=C2\CCCc3nonc32)c(Cl)c1,-5,i,-14,17,0,6,1.5,0,-0.2,-2
O=C(Cc1ccccc1)Nc1c(C(=O)N2CCOCC2)cnn1-c1ccccc1,2,i,4,11,0,7,-0.6,-3,-0.5,1
Cc1ccc(-c2nc(CSCC(=O)N3CCCC3)c(C)o2)cc1,2,i,-9,-19,-1,-3,-0.7,-3,0.2,2
Cc1cc(C)c(S(=O)(=O)NCC2CCC(C(=O)NCCCN3CCOCC3)CC2)c(C)c1 (centres undefined),-6,i,-2,-2,-11,-12,-0.6,-4,-0.6,-3
Clc1ccc(-c2nnc(-c3ccc(Br)o3)o2)c(Cl)c1,-3,i,-7,28,11,-1,0.3,3,-0.1,3
COc1ccc(-n2c(SCC(=O)N3CCOCC3)nc3ccccc3c2=O)cc1,-2,i,-12,-4,1,7,-0.6,4,-0.2,-2
CCOc1ccc(NC(=O)COc2ccc(S(=O)(=O)N3CCCC3)cc2)cc1,-1,i,-7,-2,1,0,0.4,0,0.7,2
CCC(CC)NCC(O)COc1ccc(Br)cc1 (centres undefined),-13,i,-4,5,2,4,-1.9,-1,0.1,3
Cc1cc(NC(=O)CSCC(=O)OCc2nnc(-c3ccc(F)cc3)o2)no1,-2,i,-4,13,-2,17,-0.9,-1,-0.2,3
O=C(NNC(=O)c1cc(O)c(O)c(O)c1)NC1CCCCC1,0,i,-2,9,5,4,0.7,1,2.0,3
Cc1sc(NC(=O)c2ccco2)c(CN2CCCCC2)c1C,2,i,-1,-6,0,-3,0.1,-7,-0.1,0
COc1ccccc1CN1CC(C(=O)NCc2c(F)ccc(C)c2F)CCC1=O (centres undefined),-1,i,4,-12,4,0,-0.5,-1,0.1,2
CC1(C(=O)NCc2ccc3c(c2)OCO3)CCN1C(=O)CCc1ccc(Cl)cc1Cl (centres undefined),-5,i,/,11,1,-16,0.2,-2,0.6,4
O=C(CC12CC3CC(CC(Br)(C3)C1)C2)NCc1ccccc1,-6,i,-2,10,-1,-1,-1.6,-2,-0.8,-2
Cc1ccc(/C=N\NC(=O)CNC(=O)C23CC4CC(CC(C4)C2)C3)o1,3,i,-2,-5,1,8,0.3,0,-0.4,-14
Cc1nc2cc(NC(=O)N3CC4(C)CC3CC(C)(C)C4)ccc2n1C (centres undefined),1,i,0,2,4,-15,1.0,-2,-1.2,25
CC(=O)c1cc(C#N)c(N2CCCC2)nc1C,-1,i,-9,-10,-2,0,0.0,0,-0.7,2
Cc1cc(S(=O)(=O)N2CCCC2)c(C)s1,2,i,-2,-1,3,-3,-1.3,0,-0.5,4
CCCCn1c(CNC(C)=O)nc2ccccc21,-1,i,-8,-8,-1,-17,-0.3,-3,0.3,3
Cc1ccc(-c2cc(N)n(Cc3ccc(Cl)cc3)n2)cc1,-1,i,4,21,-13,0,2.4,-1,-0.5,-1
Cc1ccc(N2CCN(S(=O)(=O)c3c(C)nc4scc(C)n4c3=O)CC2)c(C)c1,4,i,-3,5,0,8,1.8,3,-0.2,7
O=C(O)c1ccc(-n2ncc3c2/C(=C/c2cccc([N+](=O)[O-])c2)CC3)cc1,11,i,45,14,6,-10,34,6,1.0,-1
Cc1c(NC(=O)N(C)c2ccccc2)c(=O)n(-c2ccccc2)n1C,2,i,-1,-7,1,8,0.4,2,-0.9,1
Cc1cc(=O)[nH]c(-n2ncc(C#N)c2N)n1,-2,i,-1,-3,-1,12,-1.3,-3,-0.4,3
NC(=O)Cn1cnc2nc3n(c2c1=O)CCC3,-1,i,-3,5,1,-1,-1.5,1,-0.2,5
CC1CCN(C(=O)C2CCN(S(=O)(=O)c3cccs3)CC2)CC1,-5,i,14,-2,0,-16,-0.6,-1,-0.5,0

Screens: PubChem BioAssay, several laboratories
